# CSN deneddyl inh – blocks human CSN-mediated cullin deneddylation; Purified CSN, SCF-Nedd8-OG deneddylation, fluorescence polarization; inhibition, % at 12.5 µM; 360,000 compounds, 0.38% hits; AID 651999;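 active means pattern-corrected inhibition above about 35%, with an unprinted fluorescence ratio check between 0.5 and 1.5, limit read from the data, passing the limit was not always enough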;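 further: 0% = enzyme with substrate and 100% = substrate without enzyme; some results filed as inactive read as strong as hits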
# Target sequence (Q92905 whole entry, looked up, one chain of several): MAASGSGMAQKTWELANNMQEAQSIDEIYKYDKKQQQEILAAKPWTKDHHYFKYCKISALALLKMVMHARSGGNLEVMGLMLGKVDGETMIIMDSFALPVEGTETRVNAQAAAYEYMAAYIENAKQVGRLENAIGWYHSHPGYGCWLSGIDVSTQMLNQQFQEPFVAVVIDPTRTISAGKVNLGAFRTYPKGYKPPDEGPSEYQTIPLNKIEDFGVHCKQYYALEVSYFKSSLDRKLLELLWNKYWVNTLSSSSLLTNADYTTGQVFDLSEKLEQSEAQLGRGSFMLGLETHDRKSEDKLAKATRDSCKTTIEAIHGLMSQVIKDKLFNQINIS
#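 Assay system: Purified human Csn5 enzyme expressed in HEK293T cells | Amount: Enzyme 0.24 nM | Measured by: Fluorescence polarization readout | Medium: Tris/NaCl/DTT buffer, pH 7.5 | Compound dosing: One concentration, 12.5 µM, 0.25% DMSO | Times: 90 min incubation of compound, enzyme and substrate at room temperature | Control set: no-enzyme wells high, enzyme-with-substrate wells low | Read-out: % inhibition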
# STEP inh – inhibitors of human striatal-enriched phosphatase STEP; recombinant STEP, OMFP fluorogenic substrate, fluorescence; P54829; inhibition, % at 20 µM; AID 588621; 360,000 compounds, 0.25% hits;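 active means inhibition at 20 µM, scaled per plate between control wells, above about 37%, limit read from the data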;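 further: 0% = DMSO with enzyme and substrate and 100% = substrate only without enzyme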
# Target sequence (P54829 whole entry, looked up): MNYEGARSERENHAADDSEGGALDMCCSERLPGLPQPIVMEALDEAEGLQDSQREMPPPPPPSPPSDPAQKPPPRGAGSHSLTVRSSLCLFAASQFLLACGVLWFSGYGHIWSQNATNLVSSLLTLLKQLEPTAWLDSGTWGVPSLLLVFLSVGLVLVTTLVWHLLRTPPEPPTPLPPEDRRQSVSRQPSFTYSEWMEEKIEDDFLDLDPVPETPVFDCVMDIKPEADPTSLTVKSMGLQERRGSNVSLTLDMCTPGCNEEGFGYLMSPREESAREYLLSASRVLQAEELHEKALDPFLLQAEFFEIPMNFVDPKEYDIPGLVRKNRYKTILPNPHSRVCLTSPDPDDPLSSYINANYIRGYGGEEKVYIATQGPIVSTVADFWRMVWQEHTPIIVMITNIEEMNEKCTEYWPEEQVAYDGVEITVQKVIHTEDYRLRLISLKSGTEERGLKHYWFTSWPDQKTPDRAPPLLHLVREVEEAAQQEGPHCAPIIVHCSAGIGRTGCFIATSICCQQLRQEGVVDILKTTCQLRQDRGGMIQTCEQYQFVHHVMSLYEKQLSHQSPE
#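 material = STEP tyrosine phosphatase | reagent = fluorogenic phosphatase substrate OMFP at 25 µM final | doses = single compound dose of 20 µM, 1% DMSO final | schedule = 20 min reaction, room temperature, in the dark | measured by = fluorescence, 480/540 nm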
# Rpn11 block – Rpn11 (human) deubiquitinase inhibition. human 26S proteasome, Ub4-pepOG fluorescence polarization; 20S core pre-blocked with epoxomicin. calls only at 20 µM. 360,000 compounds, 0.59% hits. AID 588493;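 active means inhibition at 20 µM, scaled to each plate's controls, above about 33%, limit read from the data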
# SUMO1 PPI mod – modulators of human SUMO1-mediated protein-protein interactions; P63165; SUMO1 binding to a labelled peptide, TR-FRET, 1 h; inhibition, % at 20 µM; 360,000 compounds, 0.33% hits; AID 602429; in the data active means inhibition above about 37%
# Rin1-Abl PPI inh – inhibitors of human Rin1-Abl protein interaction. P00519+Q13671. TR-FRET Rin1/Abl binding, biochemical. inhibition, % at 7.35 µM. 360,000 compounds, 0.4% hits; in the data active means inhibition above about 5%, passing the limit was not always enough
# Scp-1 inhibitor – blocks human Scp-1 phosphatase activity. Q9GZU7. Recombinant Scp1, phosphopeptide, malachite green phosphate absorbance. 340,000 compounds, 0.88% hits. inhibition, % at 20 µM. AID 493091;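 active means inhibition above about 50% at 20 µM, limit read from the data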;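 further: plate controls were DMSO wells with enzyme for no effect and wells lacking enzyme for full effect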
#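 Times: enzyme reaction 45 min at room temperature, colour 5 min, stabilisation 30 min. Material: SCP-1 catalytic fragment, aa 76-261. Medium: Acidic Tris acetate buffer with magnesium and detergent. Signal: colorimetric free-phosphate detection, absorbance 630 nm. Read-out basis: % inhibition of SCP-1 phosphate liberation. Reagent: Phosphorylated 17-residue peptide substrate.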
# NadD inh – NadD (S. aureus) enzyme inhibition | purified NadD enzyme, colorimetric absorbance read-out | inhibition, % at 20 µM | 360,000 compounds, 0.78% hits | AID 602399; in the data active means inhibition above about 26%; further: some compounds past the cut are filed as inactive
# LMPTP block – LMPTP (human) inhibition; recombinant LMPTP-A, OMFP fluorogenic substrate, fluorescence intensity; 360,000 compounds, 0.22% hits; inhibition, % at 20 µM; P24666; AID 651560;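 active means compounds that cut the enzyme signal by at least half of the control window in the single-dose screen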;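 further: plate controls were DMSO wells with enzyme plus substrate for no effect and substrate without enzyme for full effect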
#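 Buffer or medium: Bis-Tris pH 6.0, DTT, detergent; Assay system: LMPTP-A enzyme; Quantity: 0.625 nM enzyme; Detection: endpoint fluorescence intensity; Times: 50 min dark incubation at room temperature; Controls: substrate-only low control, DMSO enzyme-plus-substrate high control; Doses: single 20 µM dose; Read-out: percent inhibition versus substrate-only and uninhibited controls; Reagent: 400 µM OMFP.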
# DNMT1 block – DNMT1 (human) enzyme inhibition | P26358 | DNMT1 molecular beacon, Hinp1I cleavage, fluorescence | inhibition (reported as % activation of signal), % at 10 µM | 360,000 compounds, 0.83% hits | AID 588458; in the data active means inhibition above about 50%
# Neddyl block – blocks human cullin neddylation; AID 651699; 360,000 compounds, 0.58% hits; TR-FRET cullin neddylation, biochemical; calls only at 25 µM; in the data active means inhibition above about 36%
# Starred values were filed as active, the others as inactive; i = inactive; . = no result given; + = active, no number.
structure	CSN deneddyl inh	STEP inh	Rpn11 block	SUMO1 PPI mod	Rin1-Abl PPI inh	Scp-1 inhibitor	NadD inh	LMPTP block	DNMT1 block	Neddyl block
N/C(=N\OS(=O)(=O)c1cc(Cl)ccc1Cl)c1ccncc1	-2	-1	i	-4	-2	-9	4	-1.6	2	i
CCNS(=O)(=O)c1ccc2c3c(cccc13)C(=O)N2	0	-1	i	-11	-4	-5	-1	-1.6	2	.
S=C(Nc1ccc(Cl)cc1Cl)N1CCN(c2ccccn2)CC1	3	5	i	9	-2	1	3	-0.2	5	i
O=C(Nc1ccc2c(c1)OCO2)c1ccc(N2C(=O)c3ccccc3C2=O)cc1	-11	-1	i	-2	1	-1	6	2.1	18	i
O=C(NCc1ccncc1)C(=O)NCC1OCCCN1S(=O)(=O)c1ccccc1 (stereo not drawn)	-14	0	i	-3	0	-1	1	-0.5	-4	i
O=C(CN(Cc1ccc(F)cc1)C(=O)CNS(=O)(=O)c1ccc(Cl)cc1)NCC1CCCO1 (stereo not drawn)	0	-4	i	15	-2	-1	-4	-0.2	2	i
Cn1nnnc1NCc1ccc(Cl)cc1	2	-1	i	0	2	-8	-6	-0.9	-1	i
Cc1nonc1NC(=O)CSc1nnc(-c2ccoc2C)n1C	-1	-2	i	3	-1	0	1	-0.4	-6	i
CCOC(=O)N1CCN(S(=O)(=O)c2c(C(=O)N3CCCCC3)c(C)n(C)c2C)CC1	3	-3	i	-2	2	19	1	-0.7	0	i
C=CCSc1n[nH]c2nc3c(c(=O)n12)C1(CCCC1)Cc1ccccc1-3	1	1	i	-5	0	-2	12	-1.0	5	.
CN(CCC#N)c1ccc(C=C(C#N)c2ccc(Br)cc2)cc1	3	0	i	-7	0	.	1	2.8	-12	i
O=C(COC(=O)c1ccc(S(=O)(=O)N2CCOCC2)cc1)Nc1nc(-c2ccccc2)cs1	6	4	i	-2	-1	-5	13	-1.3	5	i
CCOc1ccc(N(CC(=O)Nc2ccccc2C)S(=O)(=O)c2c(C)noc2C)cc1	-1	-1	i	-3	-1	-12	-3	-0.3	0	i
COc1ccc(N=C2SC(C(=O)O)CC(=O)N2Cc2ccc(OC)c(OC)c2)cc1 (stereo not drawn)	0	5	i	2	-3	-10	-5	-0.6	1	i
COc1ccc(S(=O)(=O)N2CCCCC2)cc1NC(=O)c1ccccc1	-2	0	i	-3	-3	-7	-3	0.0	8	i
C=CCc1c(C)nc2c(-c3ccccc3)cnn2c1N1CCOCC1	2	0	i	-3	6	-5	-4	2.1	1	i
NC(=O)C(=O)N/N=C/c1cccc(C(F)(F)F)c1	-3	3	i	0	2	-4	-1	1.3	2	i
O=C(Cc1ccc([N+](=O)[O-])cc1)Oc1ccccc1	-3	-2	i	-17	3	-5	-8	0.5	3	i
CC(C)(C)c1ccc(C(=O)Cn2nc(C(=O)O)c3ccccc3c2=O)cc1	-2	4	i	-6	-1	-6	0	1.3	30	i
CCn1cc(CN2CCC(n3nccc3NC(=O)Cc3ccccc3)CC2)cn1	0	-2	i	4	-1	-5	-1	-1.3	-1	i
Cc1ccc(C2C3=C(CC(C)(C)CC3=O)Nc3n[nH]c(C)c32)cc1 (stereo not drawn)	-5	-3	i	3	2	4	-5	-1.5	-3	.
O=C(CCC(=O)OCc1ccc(Br)cc1)Nc1ccccc1	0	1	i	2	-2	-10	-11	-0.7	8	i
COC(=O)c1c(NC(=O)C2SC(=NC3CCCCC3)C(C(N)=O)=C2N)sc2c1CCCC2 (stereo not drawn)	5	-1	i	-1	-4	-7	38*	5.0	-27	i
CCOC(=O)C1(CCc2ccccc2)CCN(Cc2ccc(C(=O)OC)cc2)CC1	4	2	i	0	4	0	3	0.3	0	i
O=C(NCC(=O)N1CCCCCCC1)c1ccc(Cl)c(Cl)c1	-5	-1	i	-53	0	.	6	-9.5	-28	i
C[C@@H]1ON(C)[C@H]2C[C@H]3c4[nH]c5ccccc5c4CCN3C(=O)[C@@H]12	1	2	i	-4	-1	.	1	0.0	-4	.
O=C(Cc1ccc(O)cc1)NC1CCCCCC1	1	-1	i	-1	3	-3	3	-0.3	0	i
COCCCNc1nc2nonc2nc1N1CCC(C(C)N2CCOCC2)CC1 (stereo not drawn)	0	4	i	-8	0	-6	-2	0.8	-1	i
Cc1ccc(Cc2c(-c3ccc(F)cc3)nc3cc(C)ccn23)cc1	4	0	i	3	-2	.	3	3.6	15	i
C=CCOC(=O)C1=C(C)NC(SCC(=O)Nc2ccccc2)=C(C#N)C1c1ccco1 (stereo not drawn)	-1	2	i	-2	0	-9	-5	1.9	-2	.

# 6 of the entries above in order of their number in LMPTP block, low to high:
SMILES | LMPTP block
Cc1ccc(C2C3=C(CC(C)(C)CC3=O)Nc3n[nH]c(C)c32)cc1 (stereo not drawn) | -1.5
CCn1cc(CN2CCC(n3nccc3NC(=O)Cc3ccccc3)CC2)cn1 | -1.3
CCOC(=O)N1CCN(S(=O)(=O)c2c(C(=O)N3CCCCC3)c(C)n(C)c2C)CC1 | -0.7
C=CCOC(=O)C1=C(C)NC(SCC(=O)Nc2ccccc2)=C(C#N)C1c1ccco1 (stereo not drawn) | 1.9
O=C(Nc1ccc2c(c1)OCO2)c1ccc(N2C(=O)c3ccccc3C2=O)cc1 | 2.1
CN(CCC#N)c1ccc(C=C(C#N)c2ccc(Br)cc2)cc1 | 2.8

# Remaining list, next part:
structure	CSN deneddyl inh	STEP inh	Rpn11 block	SUMO1 PPI mod	Rin1-Abl PPI inh	Scp-1 inhibitor	NadD inh	LMPTP block	DNMT1 block	Neddyl block
Cc1nc2ccc(Cl)cn2c1C(=O)NN	-13	0	i	1	1	-7	0	0.0	-2	i
CCNc1nc(NC(C)CC)nc(ON=C(C)C)n1 (stereo not drawn)	1	-4	i	1	2	3	-3	0.7	-1	i
CC1(C(=O)NS(=O)(=O)c2ccc(Cl)cc2)CCN1C(=O)COc1ccc(Cl)cc1 (stereo not drawn)	-1	0	i	5	0	.	-2	-1.0	2	i
COc1cc(NC(=O)C(=O)NCCN2CCNCC2)c(OC)cc1Cl	-7	3	i	0	-1	-6	-2	-1.7	0	i
CSc1nc(C)c2c(n1)N(c1ccc(F)cc1)CC2	-2	-6	i	39	-1	-3	-3	2.3	-5	i
CNc1ncnc2c1ncn2[C@H]1CN(Cc2ccc(OC)cc2)C[C@@H](CO)O1	0	2	i	-6	3	.	1	0.7	2	i
OC(Cc1nc2ccccc2[nH]1)c1ccccc1Cl (stereo not drawn)	-3	5	i	4	2	-7	-4	0.4	-4	i
Cc1ccc(-c2nn3c(C)nnc3s2)cc1N	-1	0	i	-4	-6	-4	-6	-1.4	0	i
N#C/C(N)=C(/C#N)N=Cc1cccc(Cl)c1	2	-1	i	-23	1	-9	-3	1.2	-3	i
COc1ccc(Nc2nc(-c3ccncc3)nc3ccccc23)cc1	-3	-2	i	-3	0	-5	0	7.6	4	+
COc1ccc(-c2cc(C(F)(F)F)n3nc(C(=O)Nc4c(C)n(C)n(-c5ccccc5)c4=O)c(Cl)c3n2)cc1	-10	4	i	-17	4	-7	11	-0.2	4	i
CC1(C)CC(=O)C2=C(C1)OC(N)=C([N+](=O)[O-])C2c1ccc(F)cc1 (stereo not drawn)	6	-2	i	-12	3	-7	-1	-3.6	-3	i
O=C(O)CCCCCN1C(=O)CCC1=O	8	2	i	5	1	-2	-2	0.2	7	i
CCOC(=O)CC(NC(=O)c1ccc(C)cc1)c1ccc(OC)cc1 (stereo not drawn)	-2	-2	i	4	0	-9	-1	-1.8	2	i
CCOc1ccc(S(=O)(=O)N2CCCC(C(=O)N3CCN(CC)CC3)C2)cc1Cl (stereo not drawn)	0	0	i	2	3	-6	-8	-0.1	-2	i
C=C(C)CCOC(=O)C(CC(=O)O)NCc1ccco1 (stereo not drawn)	7	7	i	23	1	86*	-9	0.2	63*	i
O=C(NC1=NCCS1)c1cc2ccccc2o1	-2	-1	i	-4	-4	5	-2	-1.0	-1	i

# Record cards, from the list above. Values in the order: CSN deneddyl inh, STEP inh, Rpn11 block, SUMO1 PPI mod, Rin1-Abl PPI inh, Scp-1 inhibitor, NadD inh, LMPTP block, DNMT1 block, Neddyl block
# CCOC(=O)CC(NC(=O)c1ccc(C)cc1)c1ccc(OC)cc1 (stereo not drawn) is entered as -2, -2, i, 4, 0, -9, -1, -1.8, 2, i
# C=C(C)CCOC(=O)C(CC(=O)O)NCc1ccco1 (stereo not drawn) is entered as 7, 7, i, 23, 1, 86*, -9, 0.2, 63*, i
# CNc1ncnc2c1ncn2[C@H]1CN(Cc2ccc(OC)cc2)C[C@@H](CO)O1 is entered as 0, 2, i, -6, 3, ., 1, 0.7, 2, i
# O=C(NC1=NCCS1)c1cc2ccccc2o1 is entered as -2, -1, i, -4, -4, 5, -2, -1.0, -1, i

# Two entries drawn at random from the list so far, as already listed:
structure	CSN deneddyl inh	STEP inh	Rpn11 block	SUMO1 PPI mod	Rin1-Abl PPI inh	Scp-1 inhibitor	NadD inh	LMPTP block	DNMT1 block	Neddyl block
CCOc1ccc(S(=O)(=O)N2CCCC(C(=O)N3CCN(CC)CC3)C2)cc1Cl (stereo not drawn)	0	0	i	2	3	-6	-8	-0.1	-2	i
CCOC(=O)CC(NC(=O)c1ccc(C)cc1)c1ccc(OC)cc1 (stereo not drawn)	-2	-2	i	4	0	-9	-1	-1.8	2	i

# Screens (PubChem BioAssay)
